Bioassay records from PubChem BioAssay.
D1 antagonist: Antagonist of Human D 1 Dopamine Receptor: qHTS; HEK293 TREx D1 cells, calcium flux, dopamine EC80; hits give low values; activity change, negative = inhibition, % at 10 µM; D(1A) dopamine receptor (Homo sapiens), P21728; hit rate 3.2% among 360,000; in the data active means activity change below about -30%; further: on the % scale 0 is the no-effect control and ±100 the full control effect
Target sequence (P21728 whole entry, looked up): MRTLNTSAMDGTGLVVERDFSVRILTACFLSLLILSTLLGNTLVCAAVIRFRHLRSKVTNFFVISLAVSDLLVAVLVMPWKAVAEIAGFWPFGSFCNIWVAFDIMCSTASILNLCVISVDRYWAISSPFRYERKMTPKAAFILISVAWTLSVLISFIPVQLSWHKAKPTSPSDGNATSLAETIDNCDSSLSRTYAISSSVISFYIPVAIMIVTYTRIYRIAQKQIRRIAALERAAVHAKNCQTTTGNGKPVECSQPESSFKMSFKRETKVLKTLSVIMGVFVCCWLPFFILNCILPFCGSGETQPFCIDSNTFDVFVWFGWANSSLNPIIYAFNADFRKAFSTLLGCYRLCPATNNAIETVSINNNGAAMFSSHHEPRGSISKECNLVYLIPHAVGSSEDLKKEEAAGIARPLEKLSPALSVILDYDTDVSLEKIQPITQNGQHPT
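Compound effects on dopamine-evoked calcium signalling were measured in tetracycline-induced HEK293 Trex D1 cells. Dopamine at EC80 followed a 180 s compound pre-read, and fluorescence was tracked kinetically for 180 s more.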
D1 potentiator: Potentiators of Human D1 Dopamine Receptor: qHTS; hit rate 0.036% among 360,000; D(1A) dopamine receptor (Homo sapiens), P21728; potentiation, % at 10 µM; HEK293 TREx D1 cells, calcium flux, dopamine EC20 potentiation; AID 504651, 2011; in the data active means potentiation above about 30%; further: 0% is about no effect
TRHR enhancer: qHTS for Small Molecule Agonists and Allosteric Enhancers of Human TRH Receptor: Primary Screen for Enhancers; Thyrotropin-releasing hormone receptor (Homo sapiens), P34981; TRHR cells, fluo-8 calcium fluorescence, EC20 TRH enhancement; enhancement, % at 2 µM; hit rate 0.66% among 360,000; in the data active means enhancement above about 30%; further: 0% is about no effect
Target sequence (P34981 whole entry, looked up): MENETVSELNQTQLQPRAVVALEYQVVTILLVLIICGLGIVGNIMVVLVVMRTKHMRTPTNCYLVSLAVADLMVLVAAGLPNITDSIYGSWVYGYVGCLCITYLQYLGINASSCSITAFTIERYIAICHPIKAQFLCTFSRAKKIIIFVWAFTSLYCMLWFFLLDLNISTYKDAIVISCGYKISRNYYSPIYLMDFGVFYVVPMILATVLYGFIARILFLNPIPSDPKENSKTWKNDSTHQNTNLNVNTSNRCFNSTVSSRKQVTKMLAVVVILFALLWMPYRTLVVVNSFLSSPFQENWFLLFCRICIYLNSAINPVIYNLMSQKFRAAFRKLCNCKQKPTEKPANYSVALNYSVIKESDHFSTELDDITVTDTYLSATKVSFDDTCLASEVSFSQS
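TRHR-expressing cells loaded with fluo-8 calcium dye were read kinetically (ex 480/em 530) during compound addition, then stimulated with an EC20 of TRH (10 nM final). Enhancement of the Gq-mediated intracellular calcium response was scored.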
D1 ag: Allosteric Agonists of the Human D1 Dopamine Receptor: qHTS | D(1A) dopamine receptor (Homo sapiens), P21728 | HEK293 T-REx D1 cells, calcium flux, agonist mode | activation, % at 2 µM | hit rate 1% among 360,000 | AID 504660, 2011; further: 0% is about no effect
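Inducible HEK293 T-REx D1 cells, force-coupled to calcium signalling, were plated at 4000 cells/well with tetracycline and held overnight at 30 C. After no-wash calcium dye loading, compound-evoked calcium rise over 180 s flagged agonists.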
D2 potentiator: HTS Assay for Positive Allosteric Modulators of the Human D2 Dopamine Receptor: Primary Screen for Potentiators. HEK293 T-REx D2, calcium flux, EC20 dopamine potentiation. potentiation, % at 10 µM. hit rate 0.34% among 340,000. AID 485347, 2010;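 active means potentiation over 3 SD above the plate norm, cut at about 30% in these data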; further: 0% is about no effect
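Potentiation of an EC20 dopamine calcium response is measured in a force-coupled, tetracycline-inducible Hek293 Trex D2 line. Compound-only kinetic reads over 180 s flag agonists before dopamine addition.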
TRHR ag: qHTS for Small Molecule Agonists and Allosteric Enhancers of Human TRH Receptor: Primary Screen for Agonists. AID 493084, 2011. hit rate 0.18% among 360,000. TRHR cells, calcium flux fluo-8, FDSS agonist mode. activation, % at 2 µM. Thyrotropin-releasing hormone receptor (Homo sapiens), P34981; further: 0% is about no effect
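Steps: seed TRHR cells overnight; add fluo-8 no-wash Ca dye, RT 30 min–1.5 h; record 10 s baseline; pin-transfer compounds; monitor fluorescence 1 cycle/s for the agonist window. Calcium increases flag candidate agonists.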
D2 antagonist: HTS Assay for Allosteric Antagonists of the Human D2 Dopamine Receptor: Primary Screen for Antagonists. inhibition, % at 10 µM. hit rate 2% among 340,000. HEK293 TREx D2 cells, calcium flux, dopamine EC80. D(2) dopamine receptor (Homo sapiens), P14416; in the data active means inhibition above about 30%; further: 0% is about no effect
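Tetracycline-induced HEK293 TREx cells expressing D2 receptor forced-coupled to calcium signalling, loaded with no-wash calcium dye. Compounds added and calcium flux read 180 s, then dopamine added at EC80 and read a further 180 s.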
D2 ag: HTS Assay for Allosteric Agonists of the Human D2 Dopamine Receptor: Primary Screen for Agonists. D(2) dopamine receptor (Homo sapiens), P14416. HEK293 T-REx D2 cells, calcium flux agonist mode. activation, % at 2 µM. hit rate 0.53% among 340,000. AID 485358, 2010;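 active means activation over 3 SD above normal in the single-dose calcium agonist read, cut at about 30% in these data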; further: 0% is about no effect
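Agonism is scored from calcium flux in a force-coupled, inducible HEK293 cell line expressing D2, read kinetically for 180 s after compound addition against dopamine controls.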
RXFP1 antag: qHTS Assay for Antagonists of the Relaxin Receptor RXFP1; Relaxin receptor 1 (Homo sapiens), Q9HBX9; hit rate 0.59% among 350,000; HEK293-RXFP1, relaxin-stimulated cAMP HTRF, 30 min; hits give low values; activity change, negative = inhibition, % at 57.5 µM;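 active means activity change of -60% or lower, but not beyond a set lower limit; inconclusive means change between -60% and -40%, or beyond the set limit; inactive means change above -40%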; further: on the % scale 0 is the no-effect control and ±100 the full control effect
* = called active by the depositor; ? = inconclusive; nt = not tested or not shown. Unless noted, no stated cut-off is given here; in the data, active means activation above about 30%; inactive means the rest.

SMILES	D1 antagonist	D1 potentiator	TRHR enhancer	D1 ag	D2 potentiator	TRHR ag	D2 antagonist	D2 ag	RXFP1 antag
Cc1nn(C(=O)c2cccc(F)c2)c(C)c1S(=O)(=O)N1CCCCCC1	-2	-1	13	2	13	0.0	nt	-0.2	nt
c1cnn(-c2cc(N3CCOCC3)ncn2)c1	3	-5	-2	-2	-23	0.4	4	0.2	-3
CCNC(=S)Nc1cc(C)ccn1	7	2	-2	-1	15	-0.3	-11	-1.2	-4
COc1cccc2c(=O)c3c(cnn3C)n(C)c12	2	-1	-3	2	nt	0.4	nt	nt	-6
CC(=O)Nc1cccc(-c2nnc(SCc3ccccc3C#N)n2C)c1	-3	-4	-2	0	0	0.6	-4	-0.8	11
O=C(CCC(=O)N(c1ccccc1)C(C(=O)NC1CCCC1)c1ccncc1)Nc1cccnc1 (stereo unspecified)	8	-2	3	2	1	0.0	-7	-0.3	-7
O=C(Nc1nc2ccsc2c(=O)s1)c1ccco1	-14	4	3	0	10	-0.1	7	-0.1	-22
COc1cccc(NC(=O)Nc2ccc(C(C)(C)C)cc2)c1	15	1	2	5	10	0.6	-7	0.5	-20
CCOC(=O)Nc1ccccc1N1C(=O)c2ccccc2C1=O	-2	4	3	4	7	-0.2	-23	0.1	-2
Cc1cc(C(=O)N2CCN(Cc3ccccc3)CC2)ccc1[N+](=O)[O-]	-21	7	-6	1	5	-0.4	-6	0.9	-6
CC1=C(c2ccccc2)SC2=NCCN21	-9	-7	2	3	-3	-0.1	-18	0.1	3
COc1cccc(C2=NN(C(=O)CCCC(=O)O)C(c3cccs3)C2)c1 (stereo unspecified)	-8	-4	2	1	6	0.8	15	0.4	1
CC1=C(C(N)=O)C(c2ccccc2)n2nc(-c3cccs3)nc2N1 (stereo unspecified)	0	nt	-8	6	-8	1.7	-4	-0.2	-1
CCc1ccccc1OCC(=O)Nc1ccc2c(c1)OCCO2	-2	3	2	0	-1	-0.7	-6	-0.3	-16
CCCN1C2CCCC1CC(NC(=O)c1ccc(C(C)(C)C)cc1)C2 (stereo unspecified)	10	4	8	8	3	0.5	-7	-0.3	-3
CCc1ccc(Nc2nn3c(=O)c4cc5c(cc4nc3s2)OCO5)cc1	7	0	3	1	16	0.2	nt	-0.2	nt
CCOc1ccccc1NC(=O)c1ccccc1NC(=O)c1ccco1	-2	0	-7	4	-14	-0.6	17	0.8	-9
Cc1c(C(=O)Nc2ccncc2)oc2c1C(=O)CC(C)(C)C2	4	-4	14	9	nt	-0.4	-26	1.0	-5
OCC1CCCN(c2nc(CN3CCCCC3)nc3scc(-c4ccccc4)c23)C1 (stereo unspecified)	-10	-2	4	3	5	0.2	-6	-0.6	-6
CCn1c(NCc2ccc(OC)c(OC)c2)nc2ccccc21	-15	-6	-7	18	-5	-0.6	nt	-0.5	1
Cc1ccc(OCC(=O)NCCNC(=O)c2cnccn2)cc1	-1	-2	0	1	17	0.2	1	-0.5	12
O=C(c1ccccc1NS(=O)(=O)c1ccc(Br)s1)N1CCOCC1	10	1	5	1	-9	0.2	13	-0.7	4
CCC(=O)O[C@]1(C(=O)CCl)[C@@H](C)C[C@H]2[C@@H]3CCC4=CC(=O)C=C[C@]4(C)[C@@]3(F)[C@@H](O)C[C@@]21C	18	6	8	3	-5	0.8	-15	1.9	?
CCC(=O)Nc1ccc(/C=C(\C(C)=O)C(=O)c2ccccc2)cc1	-22	-3	-2	2	-5	0.1	-7	0.2	-29

Sorted by SMILES length (lowest first): 3 of the compounds above
SMILES	D1 antagonist	D1 potentiator	TRHR enhancer	D1 ag	D2 potentiator	TRHR ag	D2 antagonist	D2 ag	RXFP1 antag
CCc1ccccc1OCC(=O)Nc1ccc2c(c1)OCCO2	-2	3	2	0	-1	-0.7	-6	-0.3	-16
Cc1c(C(=O)Nc2ccncc2)oc2c1C(=O)CC(C)(C)C2	4	-4	14	9	nt	-0.4	-26	1.0	-5
CCC(=O)Nc1ccc(/C=C(\C(C)=O)C(=O)c2ccccc2)cc1	-22	-3	-2	2	-5	0.1	-7	0.2	-29

Next part:
SMILES	D1 antagonist	D1 potentiator	TRHR enhancer	D1 ag	D2 potentiator	TRHR ag	D2 antagonist	D2 ag	RXFP1 antag
Cc1cc(/C=C(\C#N)C(=O)O)c(C)n1CCC(C)C	-9	-8	5	2	-6	0.7	4	0.3	-15
CC(NC(=O)c1cccc(N2CCCC2=O)c1)c1ccc2c(c1)OCCO2 (stereo unspecified)	8	0	8	0	12	-0.4	1	-1.3	5
Cc1cccc(NC(=O)CSCC(=O)Nc2ccc(S(=O)(=O)N3CCCCC3)cc2)c1	-9	-1	5	6	-4	0.4	5	0.2	-11
Cc1ccc(OCC(=O)O/N=C(\N)c2ccncc2)c(C)c1	-31*	nt	9	7	-2	-0.6	14	-0.7	-21
CCC(C)[C@H](NC(=O)NC1CCCc2ccccc21)C(=O)O (stereo partly specified)	-10	2	-4	2	-3	0.0	1	-0.1	7
O=C(NCc1ccco1)C(c1ccccc1)N(CC1CCCO1)C(=O)Cn1nnc2ccccc21 (stereo unspecified)	-2	-7	1	5	8	-2.1	-4	-2.1	nt
O=C(CSc1nc(O)cc(=O)[nH]1)Nc1ccc2c(c1)CCC2	5	-5	5	3	11	0.4	11	1.1	8
CCOC(=O)CCCNC(=O)COC(=O)c1cc(C)cc(C)c1	7	-4	-6	-1	-6	-0.3	-7	-1.1	-6
COc1cc2[nH]c(=O)n(CCCCCC(=O)NCCCN3CCC(C)CC3)c(=O)c2cc1OC	-2	2	-5	0	13	-0.3	13	-2.4	15
CCCCN1C(=O)CCC(C(=O)O)C1c1ccc([N+](=O)[O-])cc1 (stereo unspecified)	7	-2	-1	3	1	1.6	2	2.7	6
O=C1C=CC(=O)N1CCNc1ncc(C(F)(F)F)cc1Cl	-25	-9	-8	1	4	2.5	12	1.3	?
CN1C(=O)C(O)(CC(=O)/C=C\c2ccc3c(c2)OCO3)c2ccccc21 (stereo unspecified)	-2	-5	1	7	2	0.1	16	0.4	5

Two entries from above, with two lines to a compound:
The line under a structure holds: D1 antagonist | D1 potentiator | TRHR enhancer | D1 ag | D2 potentiator | TRHR ag | D2 antagonist | D2 ag | RXFP1 antag
OCC1CCCN(c2nc(CN3CCCCC3)nc3scc(-c4ccccc4)c23)C1 (stereo unspecified)
→ -10 | -2 | 4 | 3 | 5 | 0.2 | -6 | -0.6 | -6
CCn1c(NCc2ccc(OC)c(OC)c2)nc2ccccc21
→ -15 | -6 | -7 | 18 | -5 | -0.6 | nt | -0.5 | 1

(further entries)
SMILES	D1 antagonist	D1 potentiator	TRHR enhancer	D1 ag	D2 potentiator	TRHR ag	D2 antagonist	D2 ag	RXFP1 antag
Cc1nnc(NC(=O)c2ccc3ccccc3c2)o1	-1	-2	-6	2	8	0.0	1	0.5	-11
COCC(=O)N(c1ccccc1)C(C)C(=O)OC (stereo unspecified)	8	-3	3	1	-2	0.8	8	0.5	2
CC(=O)NCCNC(=O)c1cccc(NS(=O)(=O)c2ccc3c(c2)OCCO3)c1	8	-1	-9	2	-9	0.4	-28	0.4	-19
CCc1ccc(NC(=O)CCS(=O)(=O)c2ccc3c(c2)oc(=O)n3C)cc1	-37*	-6	10	-1	3	0.3	nt	0.7	1
Cc1cc2nccc(-c3cccnc3)n2n1	28	4	4	12	-2	0.8	-5	1.8	5
COc1cccc(CC(=O)Nn2c(C)nc3ccccc3c2=O)c1	-8	-2	5	-1	3	0.8	11	0.4	30
O=C(CN1CCCCC1)Nc1ccccc1C(=O)NC1CC1	7	6	1	1	20	1.1	8	-0.4	-9
Cc1cccc[n+]1C1C(c2ccc([N+](=O)[O-])cc2)C(C#N)=C(C(=C=[N-])C#N)NC1(O)C1CC1 (stereo unspecified)	1	2	2	3	4	1.7	0	0.3	-10
CCOC(=O)N1CCN(Cc2nc3cc(NC(=O)CC)ccc3n2C(C)C)CC1	-1	0	0	0	-8	0.9	nt	-1.2	4
O=C(CCc1ccccc1)Nc1cc(NC(=O)CCc2ccccc2)cc(C(=O)O)c1	-4	-2	-2	2	2	-0.9	-17	0.5	-1
COc1ccc(NC2CCCN(C(=O)CCC3=NNC(=O)CC3)C2)cc1 (stereo unspecified)	3	1	4	1	7	0.0	-8	0.4	0
O=C(O)C1CC=CCC1C(=O)NCCc1ccccc1 (stereo unspecified)	3	3	-3	-1	-2	0.5	2	14	-6

Results in D1 antagonist, TRHR ag and D2 potentiator, for 3 of the compounds above:
SMILES	D1 antagonist	TRHR ag	D2 potentiator
Cc1cccc[n+]1C1C(c2ccc([N+](=O)[O-])cc2)C(C#N)=C(C(=C=[N-])C#N)NC1(O)C1CC1 (stereo unspecified)	1	1.7	4
CCOC(=O)N1CCN(Cc2nc3cc(NC(=O)CC)ccc3n2C(C)C)CC1	-1	0.9	-8
O=C(CCc1ccccc1)Nc1cc(NC(=O)CCc2ccccc2)cc(C(=O)O)c1	-4	-0.9	2

Nothing new here: entries from further up.
SMILES	D1 antagonist	D1 potentiator	TRHR enhancer	D1 ag	D2 potentiator	TRHR ag	D2 antagonist	D2 ag	RXFP1 antag
CCOC(=O)N1CCN(Cc2nc3cc(NC(=O)CC)ccc3n2C(C)C)CC1	-1	0	0	0	-8	0.9	nt	-1.2	4
O=C(CCc1ccccc1)Nc1cc(NC(=O)CCc2ccccc2)cc(C(=O)O)c1	-4	-2	-2	2	2	-0.9	-17	0.5	-1
COc1ccc(NC2CCCN(C(=O)CCC3=NNC(=O)CC3)C2)cc1 (stereo unspecified)	3	1	4	1	7	0.0	-8	0.4	0
O=C(O)C1CC=CCC1C(=O)NCCc1ccccc1 (stereo unspecified)	3	3	-3	-1	-2	0.5	2	14	-6

(more compounds)
SMILES	D1 antagonist	D1 potentiator	TRHR enhancer	D1 ag	D2 potentiator	TRHR ag	D2 antagonist	D2 ag	RXFP1 antag
COc1ccc(NC(=O)c2oc3ccccc3c2NC(=O)C2CC2)cc1	12	-2	18	1	12	0.0	-6	0.7	19
O=S(=O)(NC(=S)NC1CCCCC1)c1ccc(Br)cc1	-12	1	5	1	6	0.2	-13	1.0	-3
COCCNS(=O)(=O)c1ccc(SC)cc1	-6	0	-1	1	-11	0.8	5	-1.0	-12
CC1Cc2ccccc2N1C(=O)c1ccc2snnc2c1 (stereo unspecified)	-20	-6	13	1	-6	0.1	-21	-0.3	-15
